IDE cell inh – inhibitors of human insulin-degrading enzyme in cells. HEK cells, FAbetaB cleavage, fluorescence polarization. inhibition, % at 5.59 µM. 0.41% of 320,000 active. AID 434962;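 active = percent inhibition above the average of all tested compounds plus 3 SD, set per screening campaign, cut at about 16% in these data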;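 also: IDE supplied by intact live HEK cells; FP after avidin binding of uncleaved biotin substrate so inhibition keeps polarization high; 0% = DMSO wells and 100% = 60 µM reference IDE inhibitor Ii1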
GPR7 antagonist – human neuropeptides B/W receptor 1 antagonism. inhibition, % at 4.4 µM. GPR7-expressing cells, fluorescence antagonist assay. 1.1% of 290,000 active. AID 1861; in the data active = inhibition above about 16%, passing the limit was not always enough;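 also: cells stimulated with the agonist NPW; 0% = agonist with vehicle and 100% = vehicle without agonist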
VIM-2 inh – blocks Pseudomonas aeruginosa VIM-2 metallo-beta-lactamase; purified VIM-2, nitrocefin hydrolysis, epi-absorbance fluorescence; inhibition, % at 5.6 µM; 0.89% of 290,000 active; AID 1527;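 active = inhibition above the mean of all tested compounds plus 3 SD, cutoff set per screening run, cut at about 7.5% in these data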;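 also: red hydrolysis product quenches plate fluorescence so inhibitors raise well fluorescence; 0% = enzyme with DMSO and 100% = DMSO without enzyme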
NALP1 yeast inh – blocks the NALP1 inflammasome reconstituted in yeast. S. cerevisiae NALP1/ASC/caspase-1 growth, X-gal OD620, 72 h. inhibition, % at 10 µM. 0.61% of 280,000 active; in the data active = inhibition mostly above about 24%, no sharp cut-off; inactive = mostly below about 32%; also: some compounds called inactive have numbers as strong as hits
IMP-1 inhibitor – blocks Pseudomonas aeruginosa IMP-1 metallo-beta-lactamase. 0.45% of 290,000 active. purified IMP-1, nitrocefin hydrolysis, epi-absorbance fluorescence. inhibition, % at 5.6 µM;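 active = inhibition above the mean plus 3 SD of all compounds in the same screening run, cut at about 4.5% in these data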;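 also: 0% = IMP-1 with DMSO and 100% = DMSO wells lacking enzyme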
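System – purified recombinant IMP-1 beta-lactamase · Input – IMP-1 dispensed at 0.2 nM · Timing – 15 min preincubation plus 25 min reaction at 25 °C · Signal – Epi-absorbance fluorescence, 480 nm excitation, 530 nm emission · Measure – percent IMP-1 inhibition derived from blank-referenced optical density · Controls – Enzyme-plus-DMSO low control, enzyme-free DMSO high control · Replication – singlicate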
IDE act – boosts human insulin-degrading enzyme activity in HEK cells | AID 493087 | 0.073% of 340,000 active | activation, % at 5.96 µM | FAbeta-B cleavage, fluorescence polarization; 0% vehicle, 100% cell-free pure enzyme wells | P14735;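 active = activation above the mean of all tested compounds plus 3 SD, set per screening campaign, cut at about 17% in these data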
PHOSPHO1 inh – PHOSPHO1 (human) inhibition. Q8TCT1. recombinant PHOSPHO1, absorbance phosphatase assay. inhibition, % at 13.3 µM. 1.1% of 290,000 active; in the data active = inhibition above about 60%
PfM18AAP inh – blocks P. falciparum M18 aspartyl aminopeptidase. recombinant PfM18AAP, H-Glu-NHMec fluorogenic cleavage. inhibition, % at 7.35 µM. 1.2% of 290,000 active. AID 1822;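 active = inhibition above the campaign mean inhibition over all tested compounds plus 3 SD, cut at about 28% in these data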;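 also: 0% = plate median of test compound wells and 100% = 2 mM ZnCl2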
pCIP destab – lowers stability of the mouse p/CIP coactivator protein. decrease of EGFP signal, % at 10 µM. AID 1984. 0.01% of 290,000 active. F442A p/CIP-EGFP cells, EGFP fluorescence, 16 h;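 active = EGFP signal decrease of at least 30% at 10 µM or well 3 SD below plate mean, unless failing retest; inactive = the rest, including hits failing retest or dose response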; also: some compounds called inactive have numbers as strong as hits; many of its hits are not listed in these tables
Target sequence (Q05BA5 1-1403): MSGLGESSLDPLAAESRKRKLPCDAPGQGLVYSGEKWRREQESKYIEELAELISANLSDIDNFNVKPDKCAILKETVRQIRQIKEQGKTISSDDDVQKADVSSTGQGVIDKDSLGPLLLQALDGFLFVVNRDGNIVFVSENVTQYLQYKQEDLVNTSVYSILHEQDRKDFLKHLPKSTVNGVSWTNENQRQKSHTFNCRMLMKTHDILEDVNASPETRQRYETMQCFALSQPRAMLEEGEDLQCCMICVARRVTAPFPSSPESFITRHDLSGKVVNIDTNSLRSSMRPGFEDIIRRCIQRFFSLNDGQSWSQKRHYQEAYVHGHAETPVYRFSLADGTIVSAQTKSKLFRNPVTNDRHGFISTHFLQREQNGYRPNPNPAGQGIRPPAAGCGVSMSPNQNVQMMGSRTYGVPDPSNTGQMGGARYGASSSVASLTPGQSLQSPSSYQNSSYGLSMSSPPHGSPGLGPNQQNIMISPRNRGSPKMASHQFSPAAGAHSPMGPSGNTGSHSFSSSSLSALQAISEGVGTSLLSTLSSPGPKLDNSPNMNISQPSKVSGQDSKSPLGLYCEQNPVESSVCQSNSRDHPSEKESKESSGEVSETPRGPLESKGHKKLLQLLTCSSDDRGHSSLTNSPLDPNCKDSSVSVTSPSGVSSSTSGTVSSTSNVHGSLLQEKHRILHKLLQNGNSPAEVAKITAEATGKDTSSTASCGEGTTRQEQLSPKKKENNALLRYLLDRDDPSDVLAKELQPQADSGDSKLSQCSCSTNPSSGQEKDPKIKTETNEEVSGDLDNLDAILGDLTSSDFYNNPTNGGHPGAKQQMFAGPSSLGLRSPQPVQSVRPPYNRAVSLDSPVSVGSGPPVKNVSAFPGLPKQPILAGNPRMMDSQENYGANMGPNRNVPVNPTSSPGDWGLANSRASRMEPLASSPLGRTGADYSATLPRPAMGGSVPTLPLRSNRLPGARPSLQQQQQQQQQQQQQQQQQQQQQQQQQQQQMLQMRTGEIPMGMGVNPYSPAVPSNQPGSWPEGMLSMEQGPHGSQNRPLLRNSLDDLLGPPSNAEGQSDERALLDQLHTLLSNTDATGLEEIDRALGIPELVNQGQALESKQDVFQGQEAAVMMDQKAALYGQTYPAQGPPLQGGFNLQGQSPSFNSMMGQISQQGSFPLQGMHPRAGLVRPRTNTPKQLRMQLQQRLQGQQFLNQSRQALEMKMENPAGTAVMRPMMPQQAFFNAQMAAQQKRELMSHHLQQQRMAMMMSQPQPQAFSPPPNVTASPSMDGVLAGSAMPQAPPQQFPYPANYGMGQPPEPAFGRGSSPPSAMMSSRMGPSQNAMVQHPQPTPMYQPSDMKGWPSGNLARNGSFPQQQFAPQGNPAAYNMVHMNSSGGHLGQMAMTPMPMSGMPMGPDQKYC
Starred values were filed as active, the others as inactive; nt = no result given; & = joins results of further samples. An unsorted share of the library, and some 5.3% of all compounds hit somewhere here.

#1 Cc1cccc(NC(=O)c2oc3c(c2C)C(=O)CC(C)(C)C3)n1
#2 COc1ccccc1NC(=O)CN(c1ccccc1C)S(C)(=O)=O
#3 Cc1cc(C)c[n+](-c2nc3ccccc3nc2C(=C=[N-])C#N)c1
#4 Cn1nc(C(=O)NNc2c(F)c(F)cc(F)c2F)c2ccccc2c1=O
#5 Cc1ccn2c(c1)nc(=O)c1cc(S(=O)(=O)N3CCC(C)CC3)ccc12
#6 COCCN=c1scc(-c2cc(OC)ccc2OC)n1/N=C/c1c[nH]c2ccccc12
#7 O=C(CSc1nc2ccccc2c(=O)n1CCC(=O)N1CCN(c2ccccc2)CC1)NCC1CCCO1 (stereo unspecified)
#8 Cc1ccc2c(c1)C(=O)c1c(C(=O)O)cccc1-2
assay / compound	1	2	3	4	5	6	7	8
IDE cell inh	-1	3	1&5	11	0	0	-2	-4
GPR7 antagonist	-6	-3	-9&0	-5	-14	8	-7	-9
VIM-2 inh	-0.7	0.3	-3.7&-7.4	0.5	3.0	-1.2	-3.1	6.1
NALP1 yeast inh	-2	12	6&-3	-1	18	32	-2	-4
IMP-1 inhibitor	-3.2	-0.8	-2.4&-1.3	-2.5	-2.9	1.4	-3.4	1.8
IDE act	7	-3	-3&0	3	3	6	2	4
PHOSPHO1 inh	-7	14	48&6	-34	-4	-10	-19	-3
PfM18AAP inh	7	0	-1&-6	5	-1	-7	-4	3
pCIP destab	-6	17	-13&6	-3	-10	-4	-7	-6

#9 O=C1NC(=O)/C(=C/c2ccc(N3CCOCC3)o2)N1
#10 COc1ccc(OCCOC(=O)Nc2ccccc2)cc1
#11 CCCCN(C(=O)c1ccccc1OCc1ccc(F)cc1)c1c(N)n(CC(C)C)c(=O)[nH]c1=O
#12 COCCNCc1ccc(C(C)C)cc1
#13 Cc1ccc(OS(=O)(=O)c2ccc(-c3csc(C)n3)s2)c(C)c1
#14 C=CCN1C(=O)NC(c2ccccc2)(C(F)(F)F)S/C1=C(\C#N)c1nnc(N2CCOCC2)n1-c1ccccc1 (stereo unspecified)
#15 O=S(=O)(NCc1ccccc1Br)c1cccs1
#16 O=C(NC(N1CCOCC1)C(Cl)(Cl)Cl)c1ccc(Br)cc1 (stereo unspecified)
assay / compound	9	10	11	12	13	14	15	16
IDE cell inh	5	6	-2	-1	1	-1	3	-6
GPR7 antagonist	6	17	16	1	0	11	-11	-15
VIM-2 inh	-0.6	-0.6	0.5	-0.1	-0.4	-3.0	-2.3	-1.1
NALP1 yeast inh	-2	16	18	17	nt	10	33	53
IMP-1 inhibitor	-1.2	-1.5	-1.9	-1.9	-2.6	-1.9	-1.9	-1.9
IDE act	4	1	10	3	0	3	2	1
PHOSPHO1 inh	0	-10	19	48	-1	-2	35	-8
PfM18AAP inh	9	-3	-1	3	-15	3	3	3
pCIP destab	6	-6	0	1	-2	-13	-6	10

#17 CC(=O)c1cccc(Nc2cc(C)nc3c(C)cc(C)cc23)c1
#18 CCN(C(=O)C1CCN(S(=O)(=O)c2cccc3nonc23)CC1)c1ccccc1
#19 CSc1nc(N2CCOCC2)c2c3c(sc2n1)CCCC3
#20 COC(=O)c1ccc(CN2CCc3ccccc32)cc1
#21 COc1ccc(CC(=O)O/N=C(\N)Cc2cccc3ccccc23)cc1OC
#22 Cc1ccc(N(Cc2cc3ccccc3[nH]c2=O)S(=O)(=O)c2ccccc2)cc1
#23 CC(C)(Oc1ccc(Cl)cc1)C(=O)OCC(=O)NCCc1ccccc1
#24 Cc1cc(O)ccc1N/C=C/c1onc(C)c1[N+](=O)[O-]
assay / compound	17	18	19	20	21	22	23	24
IDE cell inh	-10	6	5	-4	0	7	2	-4
GPR7 antagonist	-8	-11	-13	12	-1	-2	0	-6
VIM-2 inh	10*	-1.7	-1.0	1.7	-1.5	-0.1	-2.2	1.7
NALP1 yeast inh	26	-8	9	-71	7	8	8	-1
IMP-1 inhibitor	-3.1	-3.4	-4.1	-0.4	-4.9	-1.5	-2.9	-2.1
IDE act	2	1	-3	4	2	10	5	2
PHOSPHO1 inh	-10	-21	32	nt	-18	2	41	-5
PfM18AAP inh	2	-1	0	6	-2	13	4	15
pCIP destab	-14	-7	-9	-3	-16	-15	3	-1

#25 CN(C)c1cccc(C(=O)Nc2ccc3nc4n(c(=O)c3c2)CCCCC4)c1
#26 COc1ccc(C2=CC(=O)OC(C)(c3ccccc3)O2)cc1 (stereo unspecified)
#27 CN(C)CCCNc1cc(C(C)(C)C)nc2c(-c3ccc(Cl)cc3)cnn12
#28 O=C(Cc1ccccc1)Nc1ccc(C(=O)O)cc1
#29 CCOC(=O)N1CCN(C(=O)c2ccc(N(Cc3ccc(C)cc3)S(C)(=O)=O)cc2)CC1
#30 COC(=O)c1ccc(OS(=O)(=O)N(C)C)cc1
#31 Nc1nnnn1/N=C/c1cccc(Oc2ccccc2)c1
#32 C/C(CC(=O)Nc1cccc2c1CCCC2)=N\NC(=O)c1ccccc1N
assay / compound	25	26	27	28	29	30	31	32
IDE cell inh	-2	-3	3	2	2	-6	-3	7
GPR7 antagonist	5	-4	10	-1	-1	0	4	25*
VIM-2 inh	-5.0	-0.6	-2.3	-1.6	-3.4	0.3	-0.8	-1.9
NALP1 yeast inh	6	24	24	-64	2	6	4	-2
IMP-1 inhibitor	-1.9	0.4	-1.8	-3.0	-5.7	-0.5	-1.7	-1.0
IDE act	3	0	9	4	-4	-1	-5	0
PHOSPHO1 inh	-1	2	12	-20	0	16	19	30
PfM18AAP inh	3	3	1	2	1	-14	-7	-11
pCIP destab	4	-2	2	-1	3	1	-10	12

#33 CCOC(=O)CN1C(=O)NC(C)(c2ccc(OC(F)F)cc2)C1=O (stereo unspecified)
#34 Cc1cccc(CN2CCN(Cc3ccc(-n4cccn4)cc3)CC2CCO)n1 (stereo unspecified)
#35 O=c1cc(N2CCOCC2)[nH]c(=O)n1Cc1ccc(F)cc1
#36 CSc1c(CC(=O)Nc2ccccc2C(F)(F)F)n(Cc2ccccc2)c2ccccc12
#37 CCC(=O)c1c[nH]c(C(=O)N2CCN(c3ccccc3)CC2)c1
#38 COc1ccc(S(=O)(=O)N2CCN(C(=S)NCC3CCCO3)CC2)cc1OC (stereo unspecified)
#39 c1ccc2sc(-c3ccncc3)nc2c1
#40 CCCCCCCNC(=O)c1ccc(N2CCC3(CC2)OCCO3)c([N+](=O)[O-])c1
assay / compound	33	34	35	36	37	38	39	40
IDE cell inh	-7	4	3	7	-5	3	1	-4
GPR7 antagonist	5	-13	-8	-8	2	-15	-14	-16
VIM-2 inh	1.2	-2.5	-2.6	-3.0	-3.0	-0.7	-4.2	-2.7
NALP1 yeast inh	-21	-8	11	30	13	-2	0	30
IMP-1 inhibitor	-2.6	-3.6	-1.5	-3.2	-3.3	-2.6	-2.9	-4.0
IDE act	-3	6	8	1	4	1	-3	6
PHOSPHO1 inh	-6	43	-7	-27	26	58	-1	0
PfM18AAP inh	-1	9	13	-10	-3	-1	0	-1
pCIP destab	7	1	-7	-2	-5	6	-9	-8

4 entries picked at random from those above:
#33 CCOC(=O)CN1C(=O)NC(C)(c2ccc(OC(F)F)cc2)C1=O (stereo unspecified)
#39 c1ccc2sc(-c3ccncc3)nc2c1
#40 CCCCCCCNC(=O)c1ccc(N2CCC3(CC2)OCCO3)c([N+](=O)[O-])c1
#38 COc1ccc(S(=O)(=O)N2CCN(C(=S)NCC3CCCO3)CC2)cc1OC (stereo unspecified)
assay / compound	33	39	40	38
IDE cell inh	-7	1	-4	3
GPR7 antagonist	5	-14	-16	-15
VIM-2 inh	1.2	-4.2	-2.7	-0.7
NALP1 yeast inh	-21	0	30	-2
IMP-1 inhibitor	-2.6	-2.9	-4.0	-2.6
IDE act	-3	-3	6	1
PHOSPHO1 inh	-6	-1	0	58
PfM18AAP inh	-1	0	-1	-1
pCIP destab	7	-9	-8	6

Next section
#41 CCOC(=O)c1c(NC(=O)CSc2nnc(N)s2)sc(C)c1-c1ccc(C)cc1
#42 CC(C)(C)NC(=O)CN1CCC(NC(=O)C23CC4CC(CC(C4)C2)C3)CC1
#43 CCCOc1cccc(-c2nnc(N)s2)c1
#44 CCOC(=O)Nc1ccc(OC)c([N+](=O)[O-])c1
#45 Cc1ccc(NC(=O)CCn2cnc3ccccc3c2=O)c(C)c1
#46 COc1ccc(/C=C2\NC(=S)N(CC3CCCO3)C2=O)c(OC)c1 (stereo unspecified)
#47 OCCNC(=S)Nc1ccc(Cl)c(Cl)c1
#48 O=C(/C=C/c1ccc2ccccc2n1)c1cc(Cl)ccc1O
assay / compound	41	42	43	44	45	46	47	48
IDE cell inh	2	3	-1	0	3	-5	3	7
GPR7 antagonist	-15	-4	1	-10	-3	4	-3	-3
VIM-2 inh	-2.6	-2.4	-1.7	-0.5	-4.9	-3.1	0.6	-1.1
NALP1 yeast inh	32	-2	19	-34	3	-1	19	11
IMP-1 inhibitor	-3.2	-3.1	-1.5	-0.5	-2.6	-3.4	-4.5	-0.8
IDE act	0	4	0	8	5	3	3	1
PHOSPHO1 inh	-2	4	16	4	28	-79	3	8
PfM18AAP inh	-11	-14	2	3	4	4	-7	5
pCIP destab	-3	8	5	-6	8	-2	-10	-5

#49 COCCn1c(C)cc(C(=O)CSc2nc3nc(C)cc(C)n3n2)c1C
#50 CN(C)c1ccc(-c2nc3ccccn3c2/N=C/c2ccc(Br)cc2)cc1
#51 CC1CCC(NC(=O)Cn2ncc3ccccc32)CC1 (stereo unspecified)
#52 Cc1cc(Cl)ccc1OC(C)C(=O)N1CCCN(C(=O)C(C)Oc2ccc(Cl)cc2C)CC1 (stereo unspecified)
#53 c1ccc2c(N3CCCC3)nc(-c3ccncc3)nc2c1
#54 CCC(C)NC(=O)CO/N=C/c1ccc(C(=O)OC)cc1 (stereo unspecified)
#55 COc1ccc(/C=C2\SC(=O)N(CC(=O)NN3CCN(C)CC3)C2=O)cc1OC
#56 COC(=O)/C=C/c1ccsc1NC(C)=O
assay / compound	49	50	51	52	53	54	55	56
IDE cell inh	4	0	5	3	2	4	5	0
GPR7 antagonist	-11	-10	-8	32*	-14	-3	-12	-8
VIM-2 inh	-0.6	0.3	-1.0	-0.6	6.3	-1.0	1.8	-1.2
NALP1 yeast inh	22	31	29	35	1	-1	nt	27
IMP-1 inhibitor	-3.6	-4.0	1.0	-2.4	-3.6	-3.3	-1.7	0.2
IDE act	4	3	9	0	-4	2	2	2
PHOSPHO1 inh	-2	-7	-2	-12	12	12	33	4
PfM18AAP inh	0	2	-9	0	0	4	37*	-5
pCIP destab	4	-6	-5	-13	-9	1	-5	-10

#57 COc1ccc(/C=C/c2c([N+](=O)[O-])c(=O)n(C)c(=O)n2C)cc1O
#58 O=C(CSc1nccn1-c1ccccc1)Nc1ccc2c(c1)OCO2
#59 Cc1ccccc1C(=O)Nc1nc(SCc2ccc(Cl)cc2)n[nH]1
#60 COCC(=O)Nc1nnc(SCC(=O)N2C(C)CCCC2C)s1 (stereo unspecified)
#61 COc1ccccc1N(CC(=O)NCCc1ccccc1)C(=O)CCC(=O)Nc1ccccn1
assay / compound	57	58	59	60	61
IDE cell inh	2	5	4	-11	-2
GPR7 antagonist	-2	28*	-13	-16	-4
VIM-2 inh	2.3	-1.5	-3.4	1.0	2.0
NALP1 yeast inh	22	11	11	3	7
IMP-1 inhibitor	1.4	-2.1	-2.1	-1.4	-2.0
IDE act	3	2	-3	2	0
PHOSPHO1 inh	12	2	-5	43	22
PfM18AAP inh	2	-12	1	-9	-12
pCIP destab	-7	-21	6	-15	-10

From PubChem
